Bioassay records: PubChem, Broad Institute
LGR2 antag = Drosophila LGR2 receptor signaling inhibition; HEK293 LGR2, CRE-luciferase, bursicon-stimulated, 4 h; inhibition, % at 9.99 µM; 380,000 compounds, 0.35% hits; AID 720647;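 active = drop in luminescence signal, shown as inhibition above about 50% in the replicate tests, limit read from the data, passing the limit was not always enough; inconclusive = probably only some replicates passing the limit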;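 note: agonist challenge used bursicon conditioned medium at about half maximal strength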
ARNT TACC3 PPI = ARNT/TACC3 interaction disruption. Q9Y6A5. AlphaScreen His-ARNT PAS-B/GST-TACC3 binding, luminescence; TACC3 fragment carries E629A point mutation. inhibition, % at 9.99 µM. 390,000 compounds, 0.66% hits;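 active = mean inhibition of replicates at least 50% and at least half of replicates each reaching 50%; inconclusive = half or more replicates reach 50% but mean below 50%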;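 note: 0% = complete ARNT plus TACC3 wells and 100% = ARNT alone without TACC3; many hits fall short of the cut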
SIRT5 inh = sirtuin-5 (human) deacylase inhibition | inhibition, % at 15 µM | Purified SirT5, succinyl-peptide AMC, trypsin-coupled fluorescence | 330,000 compounds, 1.1% hits | Q9NXA8; in the data active = inhibition above about 15%; inconclusive = no clear call, values can overlap the other calls
Target sequence (Q9NXA8 whole entry, looked up): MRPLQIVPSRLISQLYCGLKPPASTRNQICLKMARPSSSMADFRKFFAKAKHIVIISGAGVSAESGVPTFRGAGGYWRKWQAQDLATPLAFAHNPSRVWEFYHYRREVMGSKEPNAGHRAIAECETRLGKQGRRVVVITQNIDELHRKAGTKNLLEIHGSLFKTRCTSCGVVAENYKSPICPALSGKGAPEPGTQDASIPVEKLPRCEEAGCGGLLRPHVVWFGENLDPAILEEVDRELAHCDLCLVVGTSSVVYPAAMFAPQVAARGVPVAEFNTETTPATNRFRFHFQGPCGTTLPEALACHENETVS
DENV2 CPE rescue = protects cells from dengue virus 2 cytopathic effect | DENV2-infected cells, cytopathic effect rescue, plate reader | CPE inhibition, % at 9.99 µM | 350,000 compounds, 1.7% hits | AID 651640; in the data active = CPE inhibition above about 20%, passing the limit was not always enough; inconclusive = no clear call, values can overlap the other calls; tested in BHK-21 cells;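 note: 0% = median of neutral control wells and 100% = median of positive control wells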
EWS-Fli block = inhibitors of EWS/Fli oncoprotein transcriptional activity. A673 NR0B1-luciferase reporter, viability-normalised. inhibition, % at 12.6 µM. 350,000 compounds, 0.67% hits;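 active = mean inhibition of at least 50% after viability correction, with every replicate also passing that limit; inconclusive = mean reaches 50% but only one of two replicates passes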;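 note: firefly luciferase signal divided by Alamar Blue viability fluorescence both relative to DMSO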
PAX8 inh HTS = inhibitors of PAX8 transcriptional activity in RMG-I cells; inhibition, % at 12.6 µM; 360,000 compounds, 1.2% hits; AID 652154; RMG-I TPO-luciferase reporter, SteadyGlo, 24 h;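 active = mean replicate inhibition at least 60% with every replicate also reaching 60%; inconclusive = only one of the two criteria is met; inactive = mean below 60% and not all replicates reaching 60%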;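 note: luciferase light reporting Pax8 driven TPO promoter activity; plate controls were median of neutral control wells for no effect and mitoxantrone controls for full effect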
Casp6 inh = caspase-6 (human) enzyme inhibition. AID 686996. P55212. inhibition, % at 12.5 µM. purified caspase-6, Z-VEID-R110 cleavage fluorescence. 350,000 compounds, 0.53% hits;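 active = mean inhibition across replicates at least about 35%, with every replicate also reaching that limit, limit read from the data; inconclusive = only one of the two criteria met; inactive = neither criterion met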;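 note: 0% = median of neutral control wells and 100% = no fluorescence left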
Target sequence (P55212 24-179 limits assumed): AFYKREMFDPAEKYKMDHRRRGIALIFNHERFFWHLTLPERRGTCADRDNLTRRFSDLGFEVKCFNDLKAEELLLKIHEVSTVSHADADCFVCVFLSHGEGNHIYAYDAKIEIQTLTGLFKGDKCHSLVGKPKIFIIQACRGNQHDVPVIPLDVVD
Target sequence (P55212 194-293 limits assumed): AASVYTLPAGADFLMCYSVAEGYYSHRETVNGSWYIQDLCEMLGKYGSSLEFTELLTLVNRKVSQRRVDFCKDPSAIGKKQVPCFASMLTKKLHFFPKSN
Active calls of the source: *; ? = inconclusive; · = not tested or not shown.

SMILES	LGR2 antag	ARNT TACC3 PPI	SIRT5 inh	DENV2 CPE rescue	EWS-Fli block	PAX8 inh HTS	Casp6 inh
O=C1CCCC(=O)N1c1ccc(N2CCN(c3ccccc3)CC2)c([N+](=O)[O-])c1	-18	-8	·	·	·	-7	·
COc1ccc(-c2csc(C3=C(O)CN(CCCN4CCCC4=O)C3=N)n2)cc1OC	-17	·	-1	-10	-10	-9	11
C=CCNC(=S)N(CC)c1cccc2ccccc12	12	-20	2	7	3	9	0
O=C(COC(=O)c1ccc(Br)o1)NC1CCCc2ccccc21 (centres undefined)	-2	-2	8	1	4	-13	1
CN1C(=O)c2cc(NC(=O)c3ccccc3Cl)ccc2OC[C@@H]2O[C@@H](CC(=O)NCC(F)(F)F)CC[C@H]21	·	3	4	-7	2	-39	-14
NC(c1ccc(F)c(F)c1)c1nc(-c2ccc3ccccc3c2)cs1 (centres undefined)	-30	·	·	-9	-13	-15	-2
CCCOc1ccc(F)cc1-c1cc(C(=O)Nc2ccc(C(C)C)cc2)[nH]n1	4	·	2	-11	-6	-10	-2
COc1cc(C(=O)Nc2nnc(S(=O)(=O)N3CCCCCC3)s2)cc(OC)c1OC	8	4	2	7	5	-22	2
C[C@H]1CN([C@@H](C)CO)C(=O)c2cc(NS(=O)(=O)c3ccc(F)cc3)ccc2O[C@H]1CN(C)C(=O)Nc1ccc(F)cc1	13	-1	-3	8	3	·	·
O=C(Cn1ncc2c1-c1ccccc1OC2)Nc1nc2ccccc2s1	5	-6	1	4	4	3	5
CC(NC(=O)c1cc2c(s1)CS(=O)(=O)C2)c1ccccc1 (centres undefined)	-3	2	0	-4	-2	7	0
COc1cc2nc(CN3CCC(C(O)(c4ccccc4)c4ccccc4)CC3)[nH]c(=O)c2cc1OC	10	7	0	4	4	8	-1
CO[C@@H]1CN(C)C(=O)c2cc(NC(=O)c3ccc(F)cc3)ccc2OC[C@H](C)N(C(C)=O)C[C@H]1C	0	-10	-2	6	0	·	-3
O=C(NC1CC1)c1cc2c(s1)-c1ccccc1OC2	-7	-6	-85	2	-75	-97	4
O=c1[nH]c2ccccc2cc1-c1nnn(-c2ccccc2)n1	2	-1	·	15	1	4	3
COc1ccc(Cc2c(-c3ccc(F)cc3)nc3ccc(C)cn23)c(C)c1	-11	·	0	9	-92	-165	-7
O=C(NC1CCCCC1)N1CC2(C1)[C@H](c1ccccc1)[C@@H](CO)N2CC1CC1	0	·	-7	2	1	-46	0
CCCCOC(C)n1cc(F)c(=O)[nH]c1=O (centres undefined)	7	-7	-1	4	-6	5	-3
O=C(Cc1ccccc1)NCCc1cnc[nH]1	-3	·	-2	1	-10	-18	0
O=C(NNS(=O)(=O)c1cccc(Cl)c1Cl)c1cccc(S(=O)(=O)N2CCOCC2)c1	8	-1	-7	-1	-6	16	-2

Random excerpt: 2 records from the list, in no set order.
SMILES	LGR2 antag	ARNT TACC3 PPI	SIRT5 inh	DENV2 CPE rescue	EWS-Fli block	PAX8 inh HTS	Casp6 inh
O=C(NC1CCCCC1)N1CC2(C1)[C@H](c1ccccc1)[C@@H](CO)N2CC1CC1	0	·	-7	2	1	-46	0
C=CCNC(=S)N(CC)c1cccc2ccccc12	12	-20	2	7	3	9	0

The listing continues:
SMILES	LGR2 antag	ARNT TACC3 PPI	SIRT5 inh	DENV2 CPE rescue	EWS-Fli block	PAX8 inh HTS	Casp6 inh
COCC(=O)N(C)C[C@H]1Oc2cc(-c3ccc(OC)cc3)ccc2S(=O)(=O)N([C@H](C)CO)C[C@H]1C	10	4	2	-3	10	·	3
CC(=O)N(C)C[C@@H]1Oc2cc(C#Cc3ccc(F)cc3)ccc2S(=O)(=O)N([C@@H](C)CO)C[C@H]1C	5	-1	-2	15	-5	1	2
Fc1ccccc1-c1nc(N2CCCCC2)c2ccccc2n1	2	-26	·	·	·	4	·
CN(C)c1ccc(O)c2c1CC1CC3[C@@H](N(C)C)C(=O)C(C(N)=O)C(=O)[C@]3(O)C(=O)C1C2=O (some centres undefined)	4	60*	3	-3	-4	35	22
CCN(CC)C(=O)Cc1cn(C)c2ccccc12	-35	3	1	4	-4	-105	-2
O=C(C[C@@H]1CC[C@H]2[C@@H](COC[C@@H](O)CN2C(=O)c2ccc(F)cc2)O1)NC1Cc2ccccc2C1	6	-2	0	-2	-3	1	2
CCCNC(=O)N1CCC2(CC1)CN(C(=O)CC1CC1)[C@H](CO)c1[nH]c3cc(OC)ccc3c12	-15	·	-4	14	1	-14	0
O=C(C[C@@H]1CC[C@@H]2[C@H](COC[C@@H](O)CN2Cc2cc(F)cc(F)c2)O1)Nc1nccs1	-9	-8	1	-5	-4	20	1
COc1cccc(/C=C/C(=O)OCC(=O)NCCC2=CCCCC2)c1	-6	0	-2	-2	-5	-30	1
CCCCNC(=O)C1(C)CCN1C(=O)c1ccc(F)c(C)c1 (centres undefined)	-11	·	·	4	3	7	-2
Cc1ccc(C)c(N2CCN(CCCNC(=O)CCC(=O)N3CCOc4ccc(Cl)cc43)CC2)c1	18	·	-2	0	·	9	-4
O=C(COC(=O)c1cc(Cl)cc(Cl)c1)NCc1ccco1	-6	·	-8	10	18	-8	17
Cn1cnc(S(=O)(=O)N2CCCCN3[C@H](CO)[C@H](c4ccc(C#CC5CC5)cc4)[C@@H]3C2)c1	·	-5	1	-5	9	-25	-2
O=C(NCc1ccccn1)C1CCN(S(=O)(=O)c2cnc[nH]2)CC1	2	11	-1	·	·	·	22
Cc1cccc(NC(=O)NCCN2C(=O)C3C4C=CC(C4)C3C2=O)c1 (centres undefined)	-15	-2	-1	-2	-9	-32	0
Cc1nc2ccc(NC(=S)NC3CC3)cc2nc1C	-7	-13	1	-7	-10	-12	-5
CCCc1nnc(NC(=O)CCC(=O)Nc2ccc(Cl)cc2)s1	14	5	3	6	·	4	2
O=C(COC(=O)/C=C/c1cccc(F)c1)Nc1ccccc1	22	·	-1	-2	3	30	4
N#C[C@@H]1[C@H](c2ccccc2-c2ccccc2)[C@@H](CO)N1C(=O)Cc1cccnc1	9	·	-1	-9	-1	-20	-3
CN(Cc1ccccc1)C(=O)C(=O)c1cn(CC(=O)N2CCCC2)c2ccccc12	2	-35	3	?	·	8	2
COC(=O)C1=CN(CCOC23CC4CC(CC(C4)C2)C3)C=C(C(=O)OC)C1c1ccsc1	17	-14	·	1	14	23	-2
COc1cccc(NC(=O)C2CCCN2S(=O)(=O)c2ccc3c(c2)n(C)c(=O)c(=O)n3C)c1 (centres undefined)	16	34	-9	2	·	2	2
Cc1c2c(nc3ccccc13)CC(C)(C)CC2=O	-7	6	1	-4	6	-7	2
O=C(CNC(=O)c1cccs1)N=Nc1c(O)[nH]c2ccc(Br)cc12	-8	-3	9	5	·	10	7
CCCCn1c(N)c(N(CCOC)C(=O)c2ccc(N(C)S(=O)(=O)c3ccc(C)cc3)cc2)c(=O)[nH]c1=O	-2	-2	-1	-5	-4	7	0
CN(C)S(=O)(=O)c1ccc(Cl)c(NC(=O)COC(=O)CNC(=O)c2ccco2)c1	2	-2	-2	7	-38	12	-3
O=C(O)C[C@H]1C[C@@H]2c3cc(NC(=O)Nc4ccccc4F)ccc3O[C@@H]2[C@@H](CO)O1	-2	-20	5	2	1	-10	1
CCOCCCn1cnc2c(c1=O)c1nc3ccccc3nc1n2-c1ccccc1	0	-6	-2	5	7	·	-2
C[C@H](CO)N1C[C@H](C)[C@@H](CN(C)C(=O)Nc2ccc3c(c2)OCO3)Oc2c(NC(=O)Nc3cccc4ccccc34)cccc2C1=O	9	4	-1	-16	2	·	-2
CC1CCN(C(=O)C2CCN(S(=O)(=O)c3ccc4c(c3)CC(C)N4C(=O)C3CC3)CC2)CC1 (centres undefined)	-2	6	-3	-5	-2	16	9
Cc1noc(C)c1NC(=O)Nc1ccc2c(c1)C(=O)N([C@@H](C)CO)C[C@@H](C)[C@H](CN(C)C(=O)c1ccccc1)OCCCC[C@@H](C)O2	14	-3	-3	9	5	-21	-1
COC(=O)c1ccc(C(=O)NC2CCSc3ccccc32)cc1 (centres undefined)	-4	6	-6	2	0	11	-3
COc1cccc(N2CCN(S(=O)(=O)c3cc4c(cc3C)N(C)CCO4)CC2)c1	-6	5	-1	-1	-5	8	-1
COC(=O)[C@]12CCCCC=C1N(Cc1ccccc1)C(=O)[C@H](CC(=O)NCCc1ccccc1OC)C2	2	·	4	?	-5	2	-2
CCOC(=O)N1CCN(C(=O)/C=C/c2ccc(C(C)(C)C)cc2)CC1	16	38	1	-9	1	9	0
CCOC(=O)C1=CN(Cc2cccc(F)c2)S(=O)(=O)N(CC)C1c1ccc(F)c(Cl)c1 (centres undefined)	15	-4	-5	-3	3	26	-1
O=C(NCc1cccnc1)c1cc(C2CCCN(C(=O)c3ccccn3)C2)on1 (centres undefined)	3	·	-3	-2	-1	-4	-5
Cc1c(C)n2c(SCC(=O)N3CCCCCC3)nnc2[nH]c1=O	7	-7	-6	6	-6	12	-5
O=C(CN1C(=O)NC(c2ccccc2)(c2ccccc2)C1=O)N1CCN(c2ccccc2F)CC1	-5	·	-1	-2	-2	-2	1
CCN(C[C@H]1N[C@@H](CO)[C@@H]1c1ccc(-c2cccc(C#N)c2)cc1)C(=O)COC	-11	3	-5	-8	10	-22	-2
CCOC(=O)[C@]12CCCC=C1N(Cc1cccc3ccccc13)C(=O)[C@H](CC(=O)NCCc1ccccc1OC)C2	5	·	·	5	1	-10	-4
N#C[C@@H]1[C@@H](c2ccccc2C2=CCCCC2)[C@H](CO)N1C(=O)NC1CCCC1	5	·	7	73*	14	-1	0
Cc1cc(S(=O)(=O)NC[C@H]2O[C@@H](n3ccc(N)nc3=O)[C@H](O)[C@@H]2O)c(C)s1	-2	·	-1	13	-1	0	1
O=Cc1ccc(-c2ccc(C(=O)O)cc2)o1	4	-4	5	4	-10	-18	4
C[C@H]1CN([C@@H](C)CO)C(=O)c2cc(C#Cc3ccccc3F)cnc2O[C@H]1CN(C)C	1	-3	-4	?	-7	4	-2
Cc1c(Cl)cccc1NC(=O)c1cc(S(=O)(=O)N2CCOCC2)cn1C	11	4	5	-7	10	13	4
COC(=O)c1ccc(C2C(C#N)=C(N)Oc3cc(N)ccc32)cc1 (centres undefined)	-12	-4	2	1	9	18	-1
CS(=O)(=O)c1ccc(Cl)c(NC(=O)c2cccc(N3C(=O)CCC3=O)c2)c1	-15	-4	0	·	-5	-3	-1
Nc1ccc2c(c1)[nH]c(=O)c1cc(N)ccc12	-2	·	·	4	-11	-50	6
COc1cc(SC)ccc1C(=O)Nc1ccc(Cl)cn1	100*	-6	6	4	84*	-150	2
C=CCn1c(N2CCN(c3ccc(OC)cc3)CC2)nc2c1c(=O)n(C)c(=O)n2C	11	33	2	2	0	10	9
COc1ccc(OC)c(S(=O)(=O)NCC(c2ccc(F)cc2)N2CCN(C)CC2)c1 (centres undefined)	8	2	-2	6	-3	-2	-4
CN1C(=O)c2cc(NC(=O)c3ccc(F)c(F)c3)ccc2OC[C@H]2O[C@@H](CC(=O)N[C@@H]3CCN(Cc4ccccc4)C3)CC[C@@H]21	-13	4	-2	13	2	21	-1
Clc1ccc(Cn2nnc(-c3ccccc3)n2)cc1	-38	·	1	·	·	·	-1
O=C1CC=Nc2ccc([N+](=O)[O-])cc21	-16	·	·	11	-12	-18	-3
COC(=O)C[C@H]1CC[C@H]2[C@H](COc3ccc(NC(=O)Nc4ccc(C#N)cc4)cc3C(=O)N2C)O1	-2	-12	0	-2	42	4	2
O=C(N/N=C/c1ccccc1C(=O)O)c1ccncc1	6	-3	-3	7	-1	8	-5

Among those listed so far, 3 contain a COOH group.
SMILES	LGR2 antag	ARNT TACC3 PPI	SIRT5 inh	DENV2 CPE rescue	EWS-Fli block	PAX8 inh HTS	Casp6 inh
O=C(O)C[C@H]1C[C@@H]2c3cc(NC(=O)Nc4ccccc4F)ccc3O[C@@H]2[C@@H](CO)O1	-2	-20	5	2	1	-10	1
O=Cc1ccc(-c2ccc(C(=O)O)cc2)o1	4	-4	5	4	-10	-18	4
O=C(N/N=C/c1ccccc1C(=O)O)c1ccncc1	6	-3	-3	7	-1	8	-5

Shown as a hit in LGR2 antag (from the list above):
SMILES | LGR2 antag | ARNT TACC3 PPI | SIRT5 inh | DENV2 CPE rescue | Casp6 inh
COc1cc(SC)ccc1C(=O)Nc1ccc(Cl)cn1 | 100* | -6 | 6 | 4 | 2
